GSTO1 counter: inhibitors of recombinant GSTO1, primary screen, counter-screen for RBBP9 inhibitor project, biochemical, fluorescence polarization; inhibition, % at 5.96 µM; actives 1.1% (n = 300,000); activity-based probe fluorescence polarization;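 active = inhibition above the campaign mean inhibition plus 3 SD, cut at about 35% in these data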;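 also: 0% = GSTO1-1 with DMSO and 100% = wells lacking GSTO1-1 enzyme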
PME-1 inh: PME-1 inhibitors via competitive probe labeling, primary screen, biochemical, fluorescence polarization, FP-Rh probe, HTS. Protein phosphatase methylesterase 1 (Homo sapiens), Q9Y570. recombinant PME-1. inhibition, % at 5.9 µM. actives 0.53% (n = 320,000). AID 2130, 2009;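 active = inhibition above the campaign mean of all compounds plus 3 SD, cut at about 26% in these data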;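 also: competitive labeling of PME-1 active site by serine hydrolase directed probe; 0% = PME-1 with DMSO and 100% = wells lacking PME-1 enzyme; inhibitors block probe labeling so polarization falls and inhibition rises; many of its hits are not listed in these tables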
pPAFAH inh: pPAFAH enzyme inhibitors, primary screen, biochemical, fluorescence polarization, human; Platelet-activating factor acetylhydrolase (Homo sapiens), Q13093; recombinant pPAFAH, FP-rhodamine probe fluorescence polarization; inhibition, % at 3.39 µM; actives 1.5% (n = 330,000); AID 463082, 2010;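 active = inhibition above the mean inhibition across the screen plus 3 SD, cut at about 25% in these data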;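 also: inhibitors block binding of the rhodamine activity-based probe so polarization drops; 0% = enzyme with DMSO and 100% = wells lacking pPAFAH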
Target sequence (Q13093 whole entry, looked up): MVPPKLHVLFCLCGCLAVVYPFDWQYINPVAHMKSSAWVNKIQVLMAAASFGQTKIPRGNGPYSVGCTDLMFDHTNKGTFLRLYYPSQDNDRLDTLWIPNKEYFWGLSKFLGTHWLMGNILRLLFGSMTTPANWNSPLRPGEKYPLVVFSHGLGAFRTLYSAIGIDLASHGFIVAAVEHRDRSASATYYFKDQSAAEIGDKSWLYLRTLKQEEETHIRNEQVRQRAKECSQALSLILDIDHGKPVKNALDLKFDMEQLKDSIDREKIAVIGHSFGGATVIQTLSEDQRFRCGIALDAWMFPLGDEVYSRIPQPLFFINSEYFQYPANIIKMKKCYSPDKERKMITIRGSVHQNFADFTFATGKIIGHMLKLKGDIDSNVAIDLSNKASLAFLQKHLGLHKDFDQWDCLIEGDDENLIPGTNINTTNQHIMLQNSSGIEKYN
LYPLA1 counter: LYPLA1 inhibitors, primary screen, counter-screen for PME1 inhibitor project, biochemical, fluorescence polarization, FP-Rh probe ABPP; Acyl-protein thioesterase 1 (Homo sapiens), O75608; recombinant LYPLA1; inhibition, % at 5.9 µM; actives 0.16% (n = 320,000);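 active = inhibition above the mean of all tested compounds plus 3 SD, set per campaign, cut at about 14% in these data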;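 also: inhibitors block serine hydrolase probe labeling of LYPLA1 so polarization falls; 0% = enzyme with DMSO and 100% = wells lacking LYPLA1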
PAFAH1B2 FP inh: PAFAH1B2 enzyme inhibitors, primary screen, biochemical, fluorescence polarization, human. recombinant PAFAH1B2, FP-rhodamine activity probe. inhibition, % at 3.39 µM. actives 1.2% (n = 340,000);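 active = inhibition above the mean of all tested compounds plus 3 SD, cut at about 24% in these data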;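 also: 0% = enzyme with DMSO and 100% = wells lacking PAFAH1B2; many of its hits are not listed in these tables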
Target sequence (P68402 whole entry, looked up): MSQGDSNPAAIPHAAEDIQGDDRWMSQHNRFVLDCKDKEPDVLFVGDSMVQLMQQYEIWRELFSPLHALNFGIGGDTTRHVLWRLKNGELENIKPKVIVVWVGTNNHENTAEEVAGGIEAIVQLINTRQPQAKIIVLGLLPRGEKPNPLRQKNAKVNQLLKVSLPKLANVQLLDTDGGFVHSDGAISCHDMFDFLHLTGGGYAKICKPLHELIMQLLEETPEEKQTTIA
PAD4 inh: human PAD4 inhibitors, primary screen, biochemical, fluorescence polarization, 1536-well format | Protein-arginine deiminase type-4 (Homo sapiens), Q9UM07 | recombinant PAD4, RCA probe fluorescence polarization | inhibition, % at 6.36 µM | actives 0.41% (n = 330,000);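 active = percent inhibition above a cutoff equal to the mean of all tested compounds plus 3 SD, cut at about 15% in these data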;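 also: 0% = PAD4 with RCA probe and DMSO and 100% = probe without PAD4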
PREPL inh: PREPL enzyme inhibitors, primary screen, biochemical, fluorescence polarization; AID 2751, 2010; recombinant PREPL, fluorescence polarization activity-based probe; inhibition, % at 5.96 µM; actives 0.68% (n = 320,000); in the data active = inhibition above about 43%;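 also: 0% = enzyme with DMSO and 100% = wells lacking enzyme; many of its hits are not listed in these tables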
PAFAH1B3 inh: PAFAH1B3 enzyme inhibitors, primary screen, biochemical, fluorescence polarization, human. recombinant PAFAH1B3, FP-rhodamine probe. actives 0.28% (n = 340,000). inhibition, % at 3.39 µM. Platelet-activating factor acetylhydrolase IB subunit alpha1 (Homo sapiens), Q15102;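 active = inhibition above the screen-wide average of all tested compounds plus 3 SD, cut at about 25% in these data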;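 also: 0% = enzyme with DMSO only and 100% = wells lacking PAFAH1B3 protein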
Target sequence (Q15102 whole entry, looked up): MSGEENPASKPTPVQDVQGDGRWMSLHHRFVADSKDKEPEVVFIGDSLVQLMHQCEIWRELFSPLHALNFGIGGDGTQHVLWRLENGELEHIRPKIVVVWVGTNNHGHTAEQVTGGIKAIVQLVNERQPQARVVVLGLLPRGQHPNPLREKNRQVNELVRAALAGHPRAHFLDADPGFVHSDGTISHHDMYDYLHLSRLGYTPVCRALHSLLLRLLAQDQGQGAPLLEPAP
LYPLA2 inh: LYPLA2 inhibitors, primary screen, counter-screen for PME1 inhibitor project, biochemical, fluorescence polarization, FP-Rh probe ABPP; inhibition, % at 5.9 µM; recombinant LYPLA2; AID 2177, 2009; actives 0.38% (n = 320,000);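 active = inhibition above the screen-wide mean plus 3 SD, limit set per campaign, cut at about 26% in these data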;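 also: 0% = LYPLA2 with DMSO and 100% = wells lacking LYPLA2 enzyme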
The depositor's hits bear a star; x = no result given. This is a subset; the hit share may differ from the screen's.

SMILES	GSTO1 counter	PME-1 inh	pPAFAH inh	LYPLA1 counter	PAFAH1B2 FP inh	PAD4 inh	PREPL inh	PAFAH1B3 inh	LYPLA2 inh
Cc1c(NC(=O)CSc2n[nH]c(-c3ccccc3)n2)c(=O)n(-c2ccccc2)n1C	3	-1	2	1	3	3	-2	-4	5
O=C(NCCOc1ccc(Cl)cc1)C(=O)NCC1CCCO1 (configuration not stated)	1	6	1	1	7	1	13	3	2
COC(=O)C1=C(N)Oc2cc(C)n(CCCn3ccnc3)c(=O)c2C1c1cccc(Cl)c1 (configuration not stated)	1	-2	4	-2	1	1	-16	11	-2
O=C(O)C1CCCCC1C(=O)NCCCn1ccnc1 (configuration not stated)	3	5	1	4	0	-3	14	-2	-1
Cc1cccc(C2c3[nH]c4ccccc4c3CCN2C(=O)c2noc3c2CCCC3)n1 (configuration not stated)	3	1	1	-1	11	-4	14	15	-3
Cc1c(-n2cc(C(=O)c3cc(F)ccc3O)cc(C#N)c2=O)c(=O)n(-c2ccccc2)n1C	7	-5	-4	-4	3	1	6	8	1
CCOC(=O)C1=C(C)Nc2ccccc2N/C1=N\S(=O)(=O)c1ccc(Cl)cc1	x	2	5	-4	9	-1	-4	-2	2
COc1ccc(NC(=O)C2CC(c3c(F)cccc3Cl)=NO2)cc1 (configuration not stated)	-3	4	1	-1	6	0	-6	6	3
O=C(C[n+]1cc(-c2ccc(Cl)cc2)n2c1CCCCC2)c1ccccc1	1	-3	2	1	2	-1	32	1	-5
Cc1cccc(OCC(=O)Nc2ccc(N3CCN(S(C)(=O)=O)CC3)cc2)c1	7	-2	3	-3	2	-3	22	9	-1
O=C(COc1ccccc1)Nc1ccc(N2CCCCC2)cc1	6	0	4	5	-2	-4	21	3	6
CCCCN(C(=O)CSc1nnnn1C)c1c(N)n(Cc2ccccc2)c(=O)[nH]c1=O	-2	8	-1	4	5	4	5	-1	8
COC(=O)c1cn(NC(=O)/C=C/c2cc(OC)ccc2OC)c(=O)c2ccccc12	-2	-15	-2	-6	-2	-7	1	2	-12
O=C(NCC12CC3CC(CC(C3)C1)C2)c1nn2cccnc2c1Cl	-1	0	-4	0	14	-2	4	4	1
CC(C)(C)NS(=O)(=O)c1ccc(NS(=O)(=O)c2ccc(F)cc2)cc1	12	9	5	-3	3	0	19	2	-2
Cc1ccc2c(CN3CCN(Cc4ccccc4)CC3)cc(=O)oc2c1C	-8	-4	5	-5	1	1	12	5	2
CC(C)C(NC(=O)c1ccccc1)C(=O)NC1=NCCS1 (configuration not stated)	7	-5	0	-1	-7	4	-2	5	6
CCOc1ccc(C(CC(=O)O)NC(=O)COc2ccc3ccccc3c2)cc1OC (configuration not stated)	6	4	5	1	13	1	14	2	-3
CCOC(=O)C1CCN(C(=O)C2(NC(=O)Nc3ccccc3C)CCCCC2)CC1	4	8	0	5	3	0	2	-6	4
COc1ccc(NC(=O)CN(C)C(=O)c2cn(-c3ccccc3)nc2-c2ccc(OC)cc2)cc1	x	4	7	-4	5	0	-17	10	-3
CC(=O)N1CCc2cc(S(=O)(=O)NCc3ccc(C)cc3)ccc21	13	-4	-2	-1	-1	-2	-3	2	-4
CCSc1nc2c(c(=O)[nH]c(=O)n2C)n1Cc1ccc(Cl)cc1	-10	8	-2	0	2	-1	-4	-6	-5
CCn1c(=O)c(=O)[nH]c2c(=O)oc3ccc(S(=O)(=O)Nc4ccc(OC)cc4)cc3c21	7	5	-1	6	2	-5	15	8	4
O=C(c1cc(-c2ccccc2Cl)on1)N1CCCC1	7	-5	0	-1	2	3	10	5	-2
COc1ccc(/C=C2/SC(=O)N(CCC(=O)Nc3ccc(S(=O)(=O)Nc4nccs4)cc3)C2=O)cc1	-32	-82	-1	-35	-32	-11	8	-71	-74
CCCNC(=O)COc1ccccc1[N+](=O)[O-]	5	2	11	-1	1	0	-2	4	-4
CCOc1ccc(S(=O)(=O)Nc2nc3ccc(OC)cc3s2)cc1	7	-4	5	1	3	2	1	5	-4
O=C(COc1ccc([N+](=O)[O-])cc1Cl)NCCc1ccccc1	7	0	-1	-1	3	2	0	5	1
CCCOc1ccc(C(=O)CCC(=O)OCC(=O)N(C)c2c(N)n(Cc3ccccc3)c(=O)[nH]c2=O)cc1	-1	0	-1	-3	-1	-2	-10	3	0
Cc1ccc(NS(=O)(=O)c2ccc(C(C)(C)C)cc2)cn1	5	2	2	-1	4	4	11	-2	-2
CCOc1ccc(OCC(=O)Nc2ccc(S(N)(=O)=O)cc2)cc1	4	-13	4	2	3	-2	-2	3	10
COc1ccc(-c2coc3cc(O[C@@H]4O[C@H](CO)[C@@H](O)[C@H](O)[C@H]4O)ccc3c2=O)cc1	x	x	2	x	-2	0	22	-1	x
N#C/C(=C\c1ccccc1C(=O)O)c1nc2ccccc2[nH]1	2	9	6	-3	1	-13	34	12	-1
C=C(C)C1CC=C(C)/C(=N/NC(=O)C2CC2c2ccccc2)C1 (configuration not stated)	5	7	3	2	0	-3	9	6	-2
COC(=O)N1[C@H](C)C=C[C@]1(Cc1ccccc1)C(=O)OC	-4	0	6	3	4	-5	0	8	-3
Cc1cc(OCC(=O)Nc2sc3c(c2C#N)CC(C)(C)NC3(C)C)c(C(C)C)cc1Cl	8	-1	10	2	2	-10	17	1	7
O=C(Nc1cccnc1)c1ccc(N2CCCC2)c([N+](=O)[O-])c1	-8	-2	6	4	-1	-6	3	-3	4
CCOc1ccc2nc(NC(=O)/C=C/c3ccc4c(c3)OCO4)sc2c1	-1	-13	-3	-3	-9	1	-8	-30	-4
CN1CCN(CC(=O)Nc2ccc(OCc3ccccc3)cc2)CC1	-6	-3	-3	-2	x	-7	6	x	2
CC(C)CN(C(=O)COC(=O)Cc1ccc(Cl)cc1)c1c(N)n(Cc2ccccc2)c(=O)[nH]c1=O	-2	6	3	1	5	-5	5	2	-4
CCOc1ccc(NC(=O)N2CCc3ccccc3C2)cc1	5	5	6	0	3	-3	4	2	4
O=C(CN1CCCCCC1)Nc1cccc(Br)c1	-11	-1	5	1	5	-5	-2	7	2
Cc1cc(C)nc(SC2CC(=O)N(c3ccc(Cl)cc3)C2=O)n1 (configuration not stated)	6	1	4	4	2	0	-1	0	3
CCOc1ccc(NC(=O)c2cc(S(=O)(=O)N3CCCCC3)c[nH]2)cc1	-3	-4	3	-1	3	0	7	-3	2
CCNC(=O)CNC(=O)c1nn(Cc2ccccc2)c(=O)c2ccccc12	0	1	2	2	2	3	4	8	12
Cc1cccc(C)c1NC(=O)CNC(=O)Cn1nc(C)c(C)c(C#N)c1=O	10	1	2	2	-2	1	1	-5	2
Cc1cc2cc(C)c3nnc(SCC(=O)NCc4ccc5c(c4)OCO5)n3c2cc1C	-4	-7	-5	2	0	-5	2	1	4
CC(C)CC(NC(=O)OC(C)(C)C)C(=O)O (configuration not stated)	-6	-4	-2	-2	-2	-6	-8	5	-2
O=C(C1CCCO1)N1CCN(C(=S)Nc2ccc(F)c(Cl)c2)CC1 (configuration not stated)	0	-5	3	-1	-2	-1	4	-9	1
CCn1c(=O)n(-c2ccc(Cl)cc2)c(=O)c2c3c(sc21)COC(C)(C)C3	-4	-4	4	4	2	5	4	8	1
Cc1c(C(=O)OCC(=O)NC(=O)NC2CCCCC2)cccc1[N+](=O)[O-]	x	x	3	x	7	2	19	2	x
COc1ccc2nc(C)cc(SCC(=O)Nc3c(C)cc(C)cc3C)c2c1	9	1	-2	2	3	-3	22	8	4
Cc1ccc2nc3c(cc2c1)c(NC(=O)c1cccnc1)nn3C	-5	-1	6	-3	0	-3	15	8	3
N#Cc1c(NC(=O)c2ccc(Br)o2)n(-c2ccccc2)c2nc3ccccc3nc12	74*	17	7	0	17	36*	5	65*	1
CCC(C(=O)Nc1ccccc1Cl)n1nc(C)c2c(C)n(-c3ccccc3)nc2c1=O (configuration not stated)	2	-3	2	3	0	-2	3	6	5
COCC1CCN(C(=O)c2cc(COc3ccc(OC)c4ccccc34)on2)C1 (configuration not stated)	9	11	0	1	6	-23	4	0	6
CCOC(=O)c1ccc(N/C=C2\CCCCC2=O)cc1	2	7	2	-3	-1	-1	-12	3	1
COc1ccc(-c2c(O)c(C#N)c(-c3ccccc3)n(-c3ccc(OC)cc3)c2=O)cc1	2	-4	-2	0	3	-2	-5	4	0
CCN1CCN(CC(=O)N2N=C(c3ccc(OC)cc3)CC2c2ccc(OC)cc2)C(=O)C1=O (configuration not stated)	-3	1	0	-1	1	-2	15	4	3
COc1cc(C)c(S(=O)(=O)NOCc2ccccc2)c(C)c1C	3	8	4	0	-4	-2	1	6	4

Looked up one by one from the entries so far (2):
SMILES	GSTO1 counter	PME-1 inh	pPAFAH inh	LYPLA1 counter	PAFAH1B2 FP inh	PAD4 inh	PREPL inh	PAFAH1B3 inh	LYPLA2 inh
CC(C)CC(NC(=O)OC(C)(C)C)C(=O)O (configuration not stated)	-6	-4	-2	-2	-2	-6	-8	5	-2
CCn1c(=O)n(-c2ccc(Cl)cc2)c(=O)c2c3c(sc21)COC(C)(C)C3	-4	-4	4	4	2	5	4	8	1

Next part:
SMILES	GSTO1 counter	PME-1 inh	pPAFAH inh	LYPLA1 counter	PAFAH1B2 FP inh	PAD4 inh	PREPL inh	PAFAH1B3 inh	LYPLA2 inh
COc1ccccc1Nc1nc(Cl)nc(NC(C)(C)C)n1	1	5	-1	0	-2	2	-1	4	-1
CSc1nc2nc3c(cc2c(=O)n1-c1ccccc1)COC(C)(C)C3	-4	2	1	3	7	-4	7	-5	6
CCC(C)c1c(O)nc(SCC(=O)N2CCOCC2)[nH]c1=O (configuration not stated)	-1	4	-2	-1	0	-3	17	-2	4
C/C=C/C=C/C(=O)[C@@H]1[C@@H]([C@]2(C)OC(=O)C(C)=C2O)[C@H]2/C(=C(O)/C=C/C=C/C)C(=O)[C@]1(C)C(=O)C2(C)O (some centres not stated)	19	-4	10	-2	1	2	-5	0	1
C#CC[N+]1(CC#Cc2ccccc2)CCCCC1	6	3	5	-3	5	-5	3	8	-1
O=C(CNCc1ccc(F)cc1)Nc1ccccc1-c1ccccc1	3	2	3	3	24*	-2	1	6	1
CCN(CC)S(=O)(=O)c1ccc(N2CCOCC2)c(NC(=O)c2ccc(N3CCCC3=O)cc2)c1	1	6	4	-7	0	8	-1	0	0
O=C(NN=C1CCCCC1)c1ccccc1OCc1ccc(F)cc1	-9	-5	9	-6	-1	3	-22	6	-9
CC1CN(CCOCCSc2ccccc2)CC(C)O1 (configuration not stated)	6	-2	3	0	-5	-3	7	5	5
CC(C)c1ccc(N(CC(=O)NCc2ccc(F)cc2)C(=O)c2csnn2)cc1	6	5	3	-3	16	0	-7	5	-6
Cn1nnnc1SCSc1nnnn1C	3	-6	4	1	-1	1	8	5	0
CCCNC(=O)C(Cc1ccc(C(F)(F)F)cc1)NC(=O)c1ccc2ccccc2n1 (configuration not stated)	x	-1	3	-7	-1	-2	-21	5	-16
O=C(CSc1ncnc2nc[nH]c12)c1ccc([N+](=O)[O-])cc1	6	1	4	3	8	0	6	11	3
